KDM5B inhibitor – inhibitors of human KDM5B histone demethylase. KDM5B demethylase, FDH-coupled NADH fluorescence (FDH is formaldehyde dehydrogenase). Potency, µM (top dose mostly 57.7 µM), for the others: at the top dose activity change, negative = inhibition, most hits filed as inhibitors. 220,000 tested, 2.6% active. AID 1347165; active = well fitted inhibition curve with a large enough effect; inconclusive = small, poorly fitted or top-dose-only effect; inactive = no such curve, though single readings can be large or run the other way; note: 0% is about no effect; nearly all actives have a fitted effect of over 70% in size
Target sequence (Q9UGL1 whole entry, looked up): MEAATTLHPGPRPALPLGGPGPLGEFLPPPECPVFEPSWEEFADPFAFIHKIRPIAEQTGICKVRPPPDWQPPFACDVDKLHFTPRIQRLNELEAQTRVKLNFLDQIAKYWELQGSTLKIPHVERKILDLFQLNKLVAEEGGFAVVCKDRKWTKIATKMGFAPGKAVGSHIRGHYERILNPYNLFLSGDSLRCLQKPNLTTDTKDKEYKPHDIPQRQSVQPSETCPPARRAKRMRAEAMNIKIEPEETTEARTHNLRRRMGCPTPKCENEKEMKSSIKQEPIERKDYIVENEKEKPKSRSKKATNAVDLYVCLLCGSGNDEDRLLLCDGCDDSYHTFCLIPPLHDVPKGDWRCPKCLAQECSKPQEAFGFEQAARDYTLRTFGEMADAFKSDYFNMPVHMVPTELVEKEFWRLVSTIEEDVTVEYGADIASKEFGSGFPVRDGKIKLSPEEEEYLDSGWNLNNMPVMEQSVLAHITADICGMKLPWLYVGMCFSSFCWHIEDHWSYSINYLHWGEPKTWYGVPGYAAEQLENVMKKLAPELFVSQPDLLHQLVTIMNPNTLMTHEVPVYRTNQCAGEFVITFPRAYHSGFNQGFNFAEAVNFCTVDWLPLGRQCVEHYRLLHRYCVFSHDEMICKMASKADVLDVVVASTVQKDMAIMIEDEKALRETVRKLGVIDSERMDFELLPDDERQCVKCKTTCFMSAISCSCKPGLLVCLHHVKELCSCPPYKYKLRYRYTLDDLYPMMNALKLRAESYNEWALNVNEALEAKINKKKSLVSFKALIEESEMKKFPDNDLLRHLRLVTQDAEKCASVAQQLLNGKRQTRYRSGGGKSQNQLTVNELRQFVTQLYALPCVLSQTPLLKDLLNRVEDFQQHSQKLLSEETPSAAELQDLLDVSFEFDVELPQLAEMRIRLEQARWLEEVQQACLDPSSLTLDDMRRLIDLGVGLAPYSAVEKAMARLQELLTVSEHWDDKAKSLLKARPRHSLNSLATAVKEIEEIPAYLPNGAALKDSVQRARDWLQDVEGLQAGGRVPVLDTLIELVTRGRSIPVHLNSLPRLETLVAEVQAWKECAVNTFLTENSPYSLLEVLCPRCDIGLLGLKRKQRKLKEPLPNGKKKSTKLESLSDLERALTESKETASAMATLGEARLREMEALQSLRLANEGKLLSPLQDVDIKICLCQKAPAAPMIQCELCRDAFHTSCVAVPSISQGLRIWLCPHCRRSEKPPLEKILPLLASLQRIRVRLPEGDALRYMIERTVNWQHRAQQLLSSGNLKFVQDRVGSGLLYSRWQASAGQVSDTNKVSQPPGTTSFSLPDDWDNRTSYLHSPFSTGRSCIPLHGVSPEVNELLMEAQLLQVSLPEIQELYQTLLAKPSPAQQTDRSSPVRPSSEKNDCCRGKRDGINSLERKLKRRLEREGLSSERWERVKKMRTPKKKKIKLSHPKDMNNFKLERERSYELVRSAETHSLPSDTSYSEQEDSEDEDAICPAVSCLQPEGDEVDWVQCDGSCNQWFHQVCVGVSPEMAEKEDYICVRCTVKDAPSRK
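KDM5BΔAP (200 nM final) in 50 mM HEPES pH 7.5, 0.01% Tween-20 was preincubated 10 min at RT with compound over a concentration range. Substrate mix (H3K4me3 12.5 µM, α-KG 25 µM, Fe²⁺, ascorbate, NAD⁺, FDH) was added, and NADH fluorescence change over 30 min gave dose-response curves.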
* = called active by the depositor; ? = inconclusive; [ ] = another dose, or the depositor's remark. Potency is the fitted concentration of half-maximal effect. These rows are one share of the data. The share of hits here may be higher or lower than overall.

SMILES | KDM5B inhibitor
CC(=O)Nc1ccc(S(=O)(=O)NCC2CCC(C(=O)NCc3ccccc3Cl)CC2)cc1 (stereo unspecified) | -16%
COc1ccccc1NC(=O)CN1C(=O)C2(SCC(=O)N2c2cc(C)cc(C)c2)c2ccccc21 (stereo unspecified) | 10%
O=C(C1CCCN(S(=O)(=O)c2cccc3nonc23)C1)N1CCN(c2ccccc2Cl)CC1 (stereo unspecified) | -22%
N#Cc1ccc(CS(=O)(=O)Cc2cccc(F)c2)cc1 | -5%
COC(=O)c1ccc(OC(=O)c2ccccc2OCc2ccc(Cl)cc2)cc1 | 20%
CC(=O)Nc1ccc(NC(=O)c2ccc3ccccc3n2)cc1 | 6%
COCC(=O)NC1CCc2nnc(C3CC3)n2CC1 (stereo unspecified) | -18%
Cc1ccc(OCCC2CCN(C(=O)Cc3c[nH]c4ccccc34)C2)cc1 (stereo unspecified) | 18%
COc1ccc(-c2ccnc(N[C@H]3CO[C@H]4[C@@H]3OC[C@H]4OC(=O)Nc3cccc(C(C)=O)c3)n2)cc1 | 42%[activator]
COc1cc(NC(=O)c2cccc(OCC3CCCO3)c2)c(OC)cc1NC(=O)c1ccccc1 (stereo unspecified) | -22%
COc1ccc2c(CN3CCN(c4ccccc4O)CC3)cc(=O)oc2c1 | ?
CCNC(=O)N1CCOC(CN(CC2CC2)C(=O)c2cccc(F)c2)C1 (stereo unspecified) | 10%
CC(C)(C)C(=O)N1CCC(C(=O)Nc2ccc(S(=O)(=O)N3CCCC3)cc2)CC1 | 7%
COc1ccc(-c2nc(-c3ccccc3)nc3c2CN(C(=O)Cc2ccccn2)CC3)cc1 | ?
CC(=O)c1cccc(NS(=O)(=O)c2cc(-c3onc(C)c3C)ccc2C)c1 | -8%
Fc1ccccc1-c1nnc(SCc2ccc3ccccc3n2)n1C1CC1 | -21%
Cc1ccc(-n2c3c(cc(-c4nc(-c5ccc(Cl)cc5)cs4)c2=O)C(=O)CC(C)(C)C3)cc1 | ?
O=C(c1ccccn1)N1CCC2(CC1)NCCc1c2[nH]c2ccccc12 | -22%
COCCOc1cc(-c2noc([C@@H]3CCCN3Cc3ccc(NC(C)=O)cc3)n2)ccn1 | -1%
O=C(Cc1ccc(Cl)cc1)Nc1ccc(S(=O)(=O)N2CCOCC2)cc1 | 19%
CCc1ccccc1NS(=O)(=O)c1ccc(OC)c2ncccc12 | ?
Cc1occc1C(=O)Nc1nc(CC(=O)Nc2ccc(C(C)C)cc2)cs1 | -4%
CCC(Oc1ccccc1)C(=O)Nc1cccc(OCc2cc(=O)n3cccc(C)c3n2)c1 (stereo unspecified) | ?
COc1ccc(S(=O)(=O)c2nnn(-c3cc(Cl)c(OC)cc3OC)c2C)cc1 | ?
Cc1ccc(CN(Cc2ccco2)C(=O)c2ccc(OCC(C)C)cc2)cc1 | ?
O=C(NCC1CCOCC1)Nc1cccc(F)c1 | 15%
O=C1NC(=NC2CCCC2)C2(CCN(CC3CCCCC3)CC2)N1c1cc(F)cc(F)c1 | 27%[115 µM]
Cc1ccsc1CN1CCc2nc(N3CCN(c4ccccc4F)CC3)ncc2C1 | ?
Brc1ccc(C2OCC3(CO2)CC2C=CC3C2)cc1 (stereo unspecified) | 17%
CCOc1ccc(CC(=O)N2CCCN(C(=O)C3CC3)c3ccccc32)cc1 | -7%
O=C(O)c1ccc(/C=C/c2nc(-c3ccc(Cl)cc3)cs2)cc1 | 35%[activator]
COc1ccc2c(C)c(CCC(=O)N3CCN(C)CC3)c(=O)oc2c1 | ?
COc1ccc(C)cc1NC(=O)c1cn(C)c(=O)c2cc(OC)c(OC)cc12 | 0%
Cc1oc(-c2cccc(Cl)c2)nc1Cn1c(SCc2ccc(F)cc2)nc2cccnc21 | ?
O=C(CC(c1cccs1)N1Cc2ccccc2C1=O)Nc1ccc(F)cc1 (stereo unspecified) | -3%
O=C(COC(=O)[C@@H]1CCCN1S(=O)(=O)c1ccc(Cl)cc1)NC1CC1 | 34%
COCc1nn2c(=O)c(NC(=O)c3ccc(Cl)cc3)cnc2s1 | 18%
Nc1nc(Nc2ccc(Br)cc2)sc1C(=O)c1cccc(Br)c1 | 5%
CC[C@@]1(O)CCN(C(=O)CCn2nc(C)c(C(C)=O)c2C)C[C@H]1O | -4%
CC(C)(C)/C=N/NC(=O)C1CC1 | 28%
CN(Cc1cccc(F)c1)C(=O)c1cc(-c2ccccc2)n[nH]1 | 23%
CCCn1cnnc1CNC1CCC2(CCNCC2)CC1 | ?
COc1ccc(-c2ocnc2C(=O)Nc2cc(F)ccc2F)cc1OC | ?
O=C(c1cnc(Nc2ccccc2)nc1)N1CC[C@H](CO)[C@@H](O)C1 | 19%
CCC(C)NC(=O)c1ccc2c(c1)CC(=O)N2C (stereo unspecified) | 22%
COc1ccccc1CN1C[C@@H]2C(C(=O)NCc3ccccc3)=NO[C@@H]2C1 | 3%[86.2 µM]
Cc1ccccc1NC(=O)C(=O)NCC(c1ccc2c(c1)OCO2)N1CCN(c2ccccc2)CC1 (stereo unspecified) | -12%
CCOc1ccccc1C(=O)NC1CCCN(c2cc(-c3ccc(Cl)cc3)[nH]n2)C1 (stereo unspecified) | ?
CCCC1c2nccn2CCCN1C(=O)c1cnco1 (stereo unspecified) | -9%
COc1cccc(NC(=O)C2CCN(S(=O)(=O)c3cc(-c4noc(C)n4)ccc3C)CC2)c1 | -14%

As a short view, four of the compounds above.
SMILES | KDM5B inhibitor
COc1ccccc1NC(=O)CN1C(=O)C2(SCC(=O)N2c2cc(C)cc(C)c2)c2ccccc21 (stereo unspecified) | 10%
O=C(C1CCCN(S(=O)(=O)c2cccc3nonc23)C1)N1CCN(c2ccccc2Cl)CC1 (stereo unspecified) | -22%
N#Cc1ccc(CS(=O)(=O)Cc2cccc(F)c2)cc1 | -5%
COC(=O)c1ccc(OC(=O)c2ccccc2OCc2ccc(Cl)cc2)cc1 | 20%

Next section.
SMILES | KDM5B inhibitor
CCN1CCCC1CNC(=O)c1nc(-c2ccc3cc[nH]c3c2)no1 (stereo unspecified) | -4%
Cc1ccccc1-n1nc(C)c(CCC(=O)NC2CC2)c1Oc1ccccc1 | 4%
COc1ccc(Cl)cc1-c1ccc2c(c1)C(=O)N1CCN(C(=O)CO)C[C@@H]1C(=O)N2 | 35µM*
CC1=C[C@@H](CN2CCC(O)CC2)[C@H](C(C)C)C[C@H]1Cc1nnc(-c2ccc(N(C)C)cc2)o1 | ?
COc1ccc(-c2nc(C3CC3)nc3c2CCN(C(=O)c2ccc4c(c2)OCO4)CC3)cc1 | -6%[115 µM]
O=C1CCN(CC2CC2)CCCC(c2nc(-c3cccnc3)no2)CCN1 (stereo unspecified) | 24%
CN1C(=O)c2cccn2CC1C(=O)NCC1CC1 (stereo unspecified) | 34%
O=C(c1ccc(O)cc1)c1ccc(F)cc1 | 17%
COc1ncccc1-c1ccnc(-c2nnc(C)n2-c2ccccc2)c1 | 32µM*
CC(C)(C)c1noc(CCC(=O)Nc2ccccn2)n1 | 3%
O=C1NC(=NC2CCCC2)C2(CCN(CC3CC3)C2)N1c1cccnc1 (stereo unspecified) | 11%[115 µM]
COc1ccc(CCNC(=O)c2cccc3c(=O)c(C)c(-c4ccccc4)oc23)cc1 | 4%
O=C(N[C@H]1C[C@H]2C(=O)Nc3ccccc3C(=O)N2C1)c1cccnc1 | -17%[86.2 µM]
Cc1ccc(NC(=O)CSc2nccn2Cc2ccco2)cc1Cl | -29%
Cc1cccc(N2CCN(Cc3ncc(-c4ccc(F)cc4)o3)CC2)c1C | -10%
Cc1ccc(S(C)(=O)=O)cc1C(=O)NC(C)C1CC1 (stereo unspecified) | 20%
Cc1ccc(CNCc2ccc3c(c2)n(C)c(=O)n3C)cc1 | 2%
CN1Cc2nc(-c3cccc(C(F)(F)F)c3)ccc2OCC1=O | 1%[86.2 µM]
Cc1cc(C)c(C)c(S(=O)(=O)NCCO)c1C | 33%[activator]
COCCN1C(=O)CCC2(CNC(=O)CCc3nc4ccccc4[nH]3)CCCC=C12 (stereo unspecified) | 5%
Cc1cc(-c2cc(C(=O)NCc3c(C)cc(C)[nH]c3=O)c3c(c2)ncn3C)ccn1 | 4%[86.2 µM]
COCC(=O)N1CC[C@@H](CC(=O)O)[C@@H](CCN2CCN(c3ccc(F)cc3)CC2)C1 | -22%[86.2 µM]
CN(Cc1ccccc1Br)C(=O)Cn1c(Cl)nc2c1c(=O)n(C)c(=O)n2C | 19%
Cc1ccc(C)c(C(=O)CSc2nc(-c3ccccc3)nc3c2CCCC3)c1 | 11%
O=C(NCc1cn[nH]c1-c1ccc(F)cc1)C1COc2ccccc2C1 (stereo unspecified) | -22%
CN1C(=O)N(CCc2ccccc2)C(=O)C12CCN(Cc1cn[nH]c1-c1ccc(F)cc1)CC2 | 42%[activator]
CC(=O)c1cccc(NC(=O)C2CCN(S(=O)(=O)c3ccc4c(c3)CCCN4C(C)=O)CC2)c1 | 16%
N#Cc1nc(-c2ccco2)oc1N1CCN(C(=O)c2ccc(Cl)cc2Cl)CC1 | -7%
CCc1ccc(C2C(C#N)=C(N)OC3=C2S(=O)(=O)N(Cc2ccccc2C)c2ccccc23)cc1 (stereo unspecified) | 6%
O=S(=O)(c1ccc(Cl)cc1)c1nc(-c2ccco2)oc1N1CCOCC1 | 12%
C=CCNC(=S)N/N=C1/CCC=C1CCCCC | -21%
CCCN1Cc2cccc(C(=O)Nc3c(Cl)cccc3Cl)c2C1=O | 9%
O=C(CCCN1C(=O)C(c2ccccc2)Oc2cccnc21)Nc1ccccc1C(F)(F)F (stereo unspecified) | -2%
COc1ccc(-c2cnc(Nc3ccc(CN4CCN(C)CC4)cc3)c3c2CCO3)cn1 | ?
CCO[C@H]1CN(Cc2ccc(OC)c(OCc3cccc(F)c3)c2)C[C@@H]1O | 10%
O=C(O)CC(CNS(=O)(=O)c1ccc(Br)cc1)c1ccccc1 (stereo unspecified) | -9%
Cc1ccc(C)c(NC(=O)c2oc(=O)c3ccccc3c2-c2ccccc2)c1 | ?
CN(Cc1ccc(Cl)c(Cl)c1)C(=O)c1cccc(S(=O)(=O)N2CCN(Cc3ccccc3)CC2)c1 | -14%
COc1ccc(CCC(=O)NNC(=O)Nc2cc(Cl)ccc2C)cc1 | 30%
COc1ccc(C[C@H](NC(=O)C2=C[C@@H](NC(=O)c3ccc(OC)cc3)[C@@H](O)[C@H](O)C2)C(N)=O)cc1 | 0%
CCOc1ccc(NC(=O)COc2cc(C)cc(C)c2)c2cccnc12 | -24%
CC(C)c1cccc(C(C)C)c1NC(=O)c1ccc2c(c1)CCC2 | 7%
COc1ccc(C(=O)NC(C(=O)NCC(C)C)C2CCN(C(=O)C3CC3)CC2)cc1 (stereo unspecified) | 14%
CCCn1c(N)c(-c2csc(NC)n2)c(=O)n(C)c1=O | -28%
Fc1ccc(Cn2ccnc2-c2ccccn2)c(Cl)c1 | -10%
COc1cccc(C(=O)NCCn2ccn3nc(-c4ccc(C)c(C)c4)cc3c2=O)c1 | 33%
O=C1Nc2ccccc2C12CCN(CC1CCCCC1)C2 (stereo unspecified) | -14%[149 µM]
O=C(CSc1nnc2ccccn12)N1CCN(S(=O)(=O)c2ccccc2)CC1 | ?
Cc1ccc(Cl)cc1N1CCN(C(=O)c2cc(S(=O)(=O)N3CCCCCC3)cn2C)CC1 | -17%
COc1ccc(CCNC(=O)CC(c2cccc(OC)c2OC)c2c[nH]c3ccccc23)cc1OC (stereo unspecified) | -5%

In the list so far, 2 have a thiophene ring, fused or not:
SMILES | KDM5B inhibitor
Cc1ccsc1CN1CCc2nc(N3CCN(c4ccccc4F)CC3)ncc2C1 | ?
O=C(CC(c1cccs1)N1Cc2ccccc2C1=O)Nc1ccc(F)cc1 (stereo unspecified) | -3%

Following part
SMILES | KDM5B inhibitor
COc1cc(C2CC(=O)Nc3cc4c(cc32)OCCO4)cc(OC)c1O (stereo unspecified) | -24%
Cc1c(C(=O)NCCSCc2cccc(C(F)(F)F)c2)cnn1-c1ccc(Cl)cc1 | -6%
CC(C)C(=O)Nc1ccc(C(=O)NNC(=S)Nc2ccccc2)cc1 | 12%
COc1ccc(CCN[C@H]2CS(=O)(=O)C[C@@H]2S(=O)(=O)c2ccc(F)cc2)cc1OC | 14%
CN1CCC(N(C)C(=O)CCC[C@@H]2[C@H]3CCCN4CCC[C@@H](CN2Cc2ccccc2)[C@@H]34)CC1 | ?
Cc1cc(-c2c(C)n([O-])c(C)c(-c3ccccc3)[n+]2=O)ccc1Cl | 12%
O=C(c1ccccn1)N1CC(CO)C2(CCNCC2)C1 (stereo unspecified) | 7%
CCN1CCC(N2CCCC(C(=O)NCc3ccccc3)CCNC(=O)CC2)CC1 (stereo unspecified) | -16%
CCCCn1c(NCc2cc(Cl)ccc2O)nc2ccccc21 | -15%
CCCN1CCCC2(CCN(C(=O)c3ccc4nc(C)sc4c3)C2)C1=O (stereo unspecified) | -7%

Some of these compounds in order of molecular weight, descending:
SMILES | KDM5B inhibitor
CN1CCC(N(C)C(=O)CCC[C@@H]2[C@H]3CCCN4CCC[C@@H](CN2Cc2ccccc2)[C@@H]34)CC1 | ?
COc1cc(C2CC(=O)Nc3cc4c(cc32)OCCO4)cc(OC)c1O (stereo unspecified) | -24%
CCCCn1c(NCc2cc(Cl)ccc2O)nc2ccccc21 | -15%

Next records.
SMILES | KDM5B inhibitor
COc1ccc(-n2c(SCC(=O)NC3CCCCC3)nc3c([nH]c4ccccc43)c2=O)cc1 | -41%
O=C(NCc1ccc(OC(F)(F)F)cc1)N1CCCC(Cn2cnc3cccnc32)C1 (stereo unspecified) | 18%
O=C(c1ccc(Cl)cc1)N1CCn2c(nn(-c3ccc(F)cc3F)c2=O)C1 | 6%[115 µM]
Cc1ccc(OCC(=O)Nc2ccc(S(=O)(=O)Nc3cc(C)nc(C)n3)cc2)c(Br)c1 | -26%
CCCCNC(=O)c1ccc(NC(=O)Nc2ccccc2)cc1 | 18%
CCc1nc([C@H]2CN(C)C[C@@H]2C(=O)NCC23CCCN2CCC3)c(C)[nH]1 | -4%

Screens as filed in PubChem BioAssay.
